IDE cell activ = IDE (human) activation, cell-based | HEK cells, FAbeta-B cleavage, fluorescence polarization; 0% vehicle, 100% cell-free pure enzyme wells | activation, % at 5.96 µM | actives 0.073% (n = 340,000) | AID 493087;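 active = activation above the mean of all tested compounds plus 3 SD, set per screening campaign, cut at about 17% in these data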
VIM-2 inh = blocks Pseudomonas aeruginosa VIM-2 metallo-beta-lactamase; actives 0.89% (n = 290,000); AID 1527; inhibition, % at 5.6 µM; purified VIM-2, nitrocefin hydrolysis, epi-absorbance fluorescence;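 active = inhibition above the mean of all tested compounds plus 3 SD, cutoff set per screening run, cut at about 7.5% in these data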;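 also: red hydrolysis product quenches plate fluorescence so inhibitors raise well fluorescence; 0% = enzyme with DMSO and 100% = DMSO without enzyme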
IDE inh = inhibits human insulin-degrading enzyme in HEK cells. actives 0.41% (n = 320,000). inhibition, % at 5.59 µM. P14735. FAbetaB cleavage, fluorescence polarization;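 active = percent inhibition above the average of all tested compounds plus 3 SD, set per screening campaign, cut at about 16% in these data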;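 also: IDE supplied by intact live HEK cells; FP after avidin binding of uncleaved biotin substrate so inhibition keeps polarization high; 0% = DMSO wells and 100% = 60 µM reference IDE inhibitor Ii1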
CRFBP-R2 block = antagonists of CRF-binding protein/CRF-R2 receptor complex; HEK293 CRF-R2/CRF-BP, CRF-induced calcium fluorescence; inhibition, % at 11.8 µM; actives 0.59% (n = 350,000); AID 588475;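 active = inhibition of the ligand-induced calcium signal above about 50% at the single tested concentration, limit read from the data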
GalR3 antagonist = blocks the human galanin receptor 3; HEK293 GalR3-CNG cAMP membrane potential fluorescence; galR3 body fused to GalR1 C-terminus; inhibition, % at 3 µM; actives 0.44% (n = 360,000);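 active = inhibition above the screen-wide average plus 3 SD, cut at about 13% in these data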;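 also: forskolin and galanin both at EC90 stimulate the cells; cAMP rise reported by CNG channel membrane potential dye signal; 0% = forskolin plus galanin with DMSO and 100% = forskolin alone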
SUMO HTRF inh = blocks human SUMOylation mediated by UBC9. actives 0.36% (n = 290,000). HTRF SUMOylation assay, SAE1/SAE2 + UBC9, in vitro. inhibition, % at 35 µM; in the data active = inhibition above about 50%, passing the limit was not always enough; also: strong numbers were not always called active
pCIP destab = p/CIP protein destabilization | Q05BA5 | F442A p/CIP-EGFP cells, EGFP fluorescence, 16 h | decrease of EGFP signal, % at 10 µM | actives 0.01% (n = 290,000);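 active = EGFP signal decrease of at least 30% at 10 µM or well 3 SD below plate mean, unless failing retest; inactive = the rest, including hits failing retest or dose response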; also: some compounds called inactive have numbers as strong as hits; many of its hits are not listed in these tables
Target sequence (Q05BA5 1-1403): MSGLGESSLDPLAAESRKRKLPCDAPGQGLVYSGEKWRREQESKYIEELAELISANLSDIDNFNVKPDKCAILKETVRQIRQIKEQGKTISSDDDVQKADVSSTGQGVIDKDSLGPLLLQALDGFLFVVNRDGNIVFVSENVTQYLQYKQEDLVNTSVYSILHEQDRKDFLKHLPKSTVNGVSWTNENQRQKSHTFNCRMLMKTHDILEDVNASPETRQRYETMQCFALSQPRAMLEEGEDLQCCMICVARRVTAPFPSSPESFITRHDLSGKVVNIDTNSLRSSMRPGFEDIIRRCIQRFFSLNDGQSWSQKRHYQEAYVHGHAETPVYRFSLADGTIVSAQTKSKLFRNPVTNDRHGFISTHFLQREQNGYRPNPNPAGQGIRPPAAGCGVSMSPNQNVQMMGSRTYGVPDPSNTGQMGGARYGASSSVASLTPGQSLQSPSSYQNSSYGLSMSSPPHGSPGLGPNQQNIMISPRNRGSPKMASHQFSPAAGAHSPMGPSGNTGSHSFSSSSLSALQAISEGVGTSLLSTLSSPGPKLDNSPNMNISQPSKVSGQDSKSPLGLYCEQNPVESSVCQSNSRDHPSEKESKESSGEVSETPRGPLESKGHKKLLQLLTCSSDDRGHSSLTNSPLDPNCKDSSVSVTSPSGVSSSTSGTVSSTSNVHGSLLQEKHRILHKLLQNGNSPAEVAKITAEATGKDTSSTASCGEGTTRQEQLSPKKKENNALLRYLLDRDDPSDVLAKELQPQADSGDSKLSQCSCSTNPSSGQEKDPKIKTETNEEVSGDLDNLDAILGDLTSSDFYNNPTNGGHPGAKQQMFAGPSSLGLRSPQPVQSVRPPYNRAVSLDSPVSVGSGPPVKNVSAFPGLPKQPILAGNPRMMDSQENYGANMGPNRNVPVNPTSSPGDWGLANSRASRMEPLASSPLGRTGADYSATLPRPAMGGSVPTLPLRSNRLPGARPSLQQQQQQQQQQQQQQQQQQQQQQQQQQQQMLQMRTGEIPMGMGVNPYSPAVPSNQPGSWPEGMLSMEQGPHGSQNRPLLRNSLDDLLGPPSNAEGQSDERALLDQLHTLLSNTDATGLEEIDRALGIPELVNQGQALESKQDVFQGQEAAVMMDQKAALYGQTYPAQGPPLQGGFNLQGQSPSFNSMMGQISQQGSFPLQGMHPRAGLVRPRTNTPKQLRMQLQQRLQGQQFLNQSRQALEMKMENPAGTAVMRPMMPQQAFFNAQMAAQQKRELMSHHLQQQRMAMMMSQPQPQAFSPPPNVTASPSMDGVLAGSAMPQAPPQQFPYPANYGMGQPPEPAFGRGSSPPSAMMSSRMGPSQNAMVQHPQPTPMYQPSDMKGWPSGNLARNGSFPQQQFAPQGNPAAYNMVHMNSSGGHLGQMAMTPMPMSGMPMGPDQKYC
HCV NS3 hel inh = blocks Hepatitis C virus NS3 helicase unwinding; AID 1800; actives 0.56% (n = 290,000); NS3 helicase DNA unwinding, Cy5 molecular beacon fluorescence; inhibition, % at 10.9 µM;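 active = inhibition above the mean of all tested compounds plus 3 SD, set per campaign, cut at about 35% in these data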;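 also: 0% = DMSO wells and 100% = thioflavine S control wells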
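Control set: DMSO versus 110 µM thioflavine S; Material: NS3 helicase fragment of HCV; Measured by: Cy5 fluorescence at 0 and 60 min, beacon hairpin quenching; Read-out basis: percent inhibition from t60/t0 fluorescence ratio; Times: reaction time 60 min, 25 °C; Repeats: single replicate; Compound dosing: single dose, 10.9 µM nominal final, DMSO 0.8% final.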
IMP-1 inhibitor = blocks Pseudomonas aeruginosa IMP-1 metallo-beta-lactamase. purified IMP-1, nitrocefin hydrolysis, epi-absorbance fluorescence. inhibition, % at 5.6 µM. actives 0.45% (n = 290,000);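 active = inhibition above the mean plus 3 SD of all compounds in the same screening run, cut at about 4.5% in these data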;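 also: 0% = IMP-1 with DMSO and 100% = DMSO wells lacking enzyme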
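Test system: recombinant IMP-1 enzyme, purified / Medium: HEPES buffer pH 7.1 with ZnSO4 and Brij 35 / Doses: single dose, 5.6 µM / Times: 25 °C, 15 min preincubation, 25 min reaction / Detection: Epi-absorbance via hydrolysed-nitrocefin quenching of white-plate fluorescence, 480/530 nm, EDTA stop / Evaluation: percent inhibition from optical density relative to buffer-blank wells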
* marks the source's active call; other numbers are inactive results; nt = not tested or not shown.

1: c1nc(NCc2ccc3c(c2)OCO3)c2cc(-c3ccc4c(c3)OCCO4)ccc2n1
2: CCCCn1c(CNC(=O)C23CC4CC(CC(C4)C2)C3)nnc1SCC(=O)Nc1nnc(C)s1
3: COc1ccccc1NS(=O)(=O)c1cccc(C(=O)N2CCCC2)c1
4: COc1cccc2c1SCc1ccccc1C2CC(N)=O (stereo unspecified)
5: COc1ccc(NC(=O)c2ccco2)c(NC(=O)c2ccc([N+](=O)[O-])cc2)c1

Assay by compound | 1 | 2 | 3 | 4 | 5
IDE cell activ | 5 | 7 | 1 | -5 | -1
VIM-2 inh | nt | -2.1 | nt | nt | 0.7
IDE inh | 4 | 3 | 2 | 3 | -6
CRFBP-R2 block | 10 | -5 | -6 | -25 | -2
GalR3 antagonist | -2 | nt | -5 | -2 | -2
SUMO HTRF inh | nt | 8 | nt | nt | 7
pCIP destab | nt | -20 | nt | nt | 2
HCV NS3 hel inh | nt | 1 | nt | nt | 15
IMP-1 inhibitor | nt | -5.6 | nt | nt | 0.0

The list goes on, starting with the last 3 of the part before.
3: COc1ccccc1NS(=O)(=O)c1cccc(C(=O)N2CCCC2)c1
4: COc1cccc2c1SCc1ccccc1C2CC(N)=O (stereo unspecified)
5: COc1ccc(NC(=O)c2ccco2)c(NC(=O)c2ccc([N+](=O)[O-])cc2)c1
6: Cc1cc(C)n(CCNC(=O)C2CCC(=O)N(Cc3ccc(Cl)cc3)C2)n1 (stereo unspecified)
7: O=C(N/N=C\c1ccc[nH]1)c1cncc(Br)c1
8: CCOc1ccccc1C(=O)Nc1cc(OC)ccc1OC
9: CCOC(=O)Cc1nnc(NC(=O)C(CC)Sc2nc(C)cc(C)n2)s1 (stereo unspecified)
10: O=C(c1ccco1)N1CCN(C2CC(=O)N(c3ccc(C(F)(F)F)cc3)C2=O)CC1 (stereo unspecified)

Assay by compound | 3 | 4 | 5 | 6 | 7 | 8 | 9 | 10
IDE cell activ | 1 | -5 | -1 | 3 | -3 | -5 | 2 | 3
VIM-2 inh | nt | nt | 0.7 | -4.9 | -1.4 | 1.5 | -2.2 | -1.9
IDE inh | 2 | 3 | -6 | 3 | -3 | 1 | 6 | 0
CRFBP-R2 block | -6 | -25 | -2 | -23 | 11 | 12 | -10 | -6
GalR3 antagonist | -5 | -2 | -2 | 1 | -8 | -4 | -1 | -1
SUMO HTRF inh | nt | nt | 7 | 13 | 7 | 11 | 10 | -2
pCIP destab | nt | nt | 2 | -9 | -6 | 7 | -17 | 26
HCV NS3 hel inh | nt | nt | 15 | 5 | -5 | 11 | -4 | -1
IMP-1 inhibitor | nt | nt | 0.0 | -1.1 | -1.2 | -4.7 | -2.1 | -1.9

11: C=CCN(CC=C)CCOc1cccc2ccccc12
12: CC(C)N(CCCNC(=O)c1ccc(N2CCCC2=O)cc1)Cc1ccccc1
13: CCn1c(C)nc2cc(C(=O)NNS(=O)(=O)c3ccc(C)cc3C)ccc21
14: CCc1c(C)sc(NC(=O)CSc2nc3c(c(C(F)(F)F)n2)CCc2ccccc2-3)c1C#N
15: CC(=O)N1CCN(c2ccc(NC(=O)c3ccc(C)c([N+](=O)[O-])c3)cc2)CC1

Assay by compound | 11 | 12 | 13 | 14 | 15
IDE cell activ | 3 | -2 | 3 | -3 | 1
VIM-2 inh | -1.8 | -1.2 | 0.9 | -2.5 | 2.3
IDE inh | 5 | 6 | -5 | -5 | -3
CRFBP-R2 block | -25 | 1 | -2 | -10 | 17
GalR3 antagonist | 0 | 2 | -4 | 1 | 5
SUMO HTRF inh | -8 | 3 | 23 | -1 | 12
pCIP destab | -9 | 10 | -13 | -12 | -3
HCV NS3 hel inh | -10 | -6 | 7 | -10 | -14
IMP-1 inhibitor | -2.2 | -1.3 | -3.2 | -2.0 | 0.4

16: Cc1ccc(C(=O)NCC(=O)OCC(=O)NCC(F)(F)F)cc1
17: COc1ccccc1NC(=O)N1CCCC(c2nc3c(nnn3Cc3ccc(C)cc3)c(=O)[nH]2)C1 (stereo unspecified)
18: Cc1ccc(CNCC2CCCO2)s1 (stereo unspecified)
19: O=C(Oc1ccc(Br)cc1)C1CC(=O)N(c2ccc(F)cc2)C1 (stereo unspecified)
20: COc1ccc2[nH]c(C)c(CN3CCCCC3)c(=O)c2c1

Assay by compound | 16 | 17 | 18 | 19 | 20
IDE cell activ | 2 | 5 | 7 | 6 | -1
VIM-2 inh | 1.0 | 1.0 | -3.0 | -2.0 | nt
IDE inh | 5 | 6 | 0 | -2 | -2
CRFBP-R2 block | 11 | 4 | -1 | 8 | -7
GalR3 antagonist | -9 | nt | 0 | -5 | -1
SUMO HTRF inh | 9 | 18 | 15 | -8 | -2
pCIP destab | -7 | -5 | -7 | -3 | -2
HCV NS3 hel inh | 11 | 6 | -1 | 22 | nt
IMP-1 inhibitor | -0.1 | -0.3 | -1.0 | -2.8 | nt

21: CCCN(CCC)CC(=O)N1CC(=O)Nc2ccccc21
22: CCOc1ccc(CC(=O)Nc2c(C(N)=O)oc3ccc(Br)cc23)cc1OCC
23: Cn1c(SCC(=O)NCc2ccc3c(c2)OCO3)nnc1-c1cc2ccccc2cc1O
24: Cc1sc(NC(=S)NC(=O)C2CCCCC2)c(C(N)=O)c1C
25: Cc1nn(Cc2ccc(C(=O)NN)o2)c(C)c1Cl
26: Cc1nn(C)c(Cl)c1CN1CCN(CC(C)C)C(CCO)C1 (stereo unspecified)
27: O=C1c2ccccc2C(Nc2ccccc2)N1c1ccc(Cl)cn1 (stereo unspecified)
28: CCN1C(=O)/C(=C\c2ccc(-c3ccc([N+](=O)[O-])cc3OC)o2)SC1=Nc1cccc(C(=O)O)c1

Assay by compound | 21 | 22 | 23 | 24 | 25 | 26 | 27 | 28
IDE cell activ | -2 | 2 | 3 | 2 | -1 | 6 | 0 | 3
VIM-2 inh | -1.2 | -1.2 | 1.6 | 1.8 | -1.9 | -0.9 | -0.9 | -2.5
IDE inh | 1 | 1 | 8 | 1 | -5 | 0 | nt | nt
CRFBP-R2 block | -3 | 20 | -12 | 5 | 16 | 19 | 25 | 18
GalR3 antagonist | -9 | nt | -3 | -1 | -4 | -1 | nt | -4
SUMO HTRF inh | 8 | 16 | 14 | -19 | 1 | -5 | -24 | 29
pCIP destab | -5 | -14 | -14 | 6 | -10 | -4 | -9 | -6
HCV NS3 hel inh | 5 | 17 | -2 | 6 | -4 | 1 | 1 | 16
IMP-1 inhibitor | -1.5 | -4.3 | -3.0 | -0.9 | -4.4 | -0.5 | -1.5 | -1.4

Structures shown so far that contain fluorine, in the order listed:
10: O=C(c1ccco1)N1CCN(C2CC(=O)N(c3ccc(C(F)(F)F)cc3)C2=O)CC1 (stereo unspecified)
14: CCc1c(C)sc(NC(=O)CSc2nc3c(c(C(F)(F)F)n2)CCc2ccccc2-3)c1C#N
16: Cc1ccc(C(=O)NCC(=O)OCC(=O)NCC(F)(F)F)cc1
19: O=C(Oc1ccc(Br)cc1)C1CC(=O)N(c2ccc(F)cc2)C1 (stereo unspecified)

Assay by compound | 10 | 14 | 16 | 19
IDE cell activ | 3 | -3 | 2 | 6
VIM-2 inh | -1.9 | -2.5 | 1.0 | -2.0
IDE inh | 0 | -5 | 5 | -2
CRFBP-R2 block | -6 | -10 | 11 | 8
GalR3 antagonist | -1 | 1 | -9 | -5
SUMO HTRF inh | -2 | -1 | 9 | -8
pCIP destab | 26 | -12 | -7 | -3
HCV NS3 hel inh | -1 | -10 | 11 | 22
IMP-1 inhibitor | -1.9 | -2.0 | -0.1 | -2.8

Two neighbouring records already listed:
9: CCOC(=O)Cc1nnc(NC(=O)C(CC)Sc2nc(C)cc(C)n2)s1 (stereo unspecified)
10: O=C(c1ccco1)N1CCN(C2CC(=O)N(c3ccc(C(F)(F)F)cc3)C2=O)CC1 (stereo unspecified)

Assay by compound | 9 | 10
IDE cell activ | 2 | 3
VIM-2 inh | -2.2 | -1.9
IDE inh | 6 | 0
CRFBP-R2 block | -10 | -6
GalR3 antagonist | -1 | -1
SUMO HTRF inh | 10 | -2
pCIP destab | -17 | 26
HCV NS3 hel inh | -4 | -1
IMP-1 inhibitor | -2.1 | -1.9

High-throughput results as filed in PubChem.
